Screening results from PubChem.
PGC1a acetyl inh: lowers PGC1a acetylation signal in U2OS cells. AlphaScreen anti-acetyl-lysine; with virally co-expressed GCN5 acetyltransferase. inhibition, % at 15.6 µM. hit rate 0.17% among 350,000;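 active = every replicate shows inhibition of at least 40%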;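 also: 0% = neutral control wells and 100% = positive control wells; some results beyond the cut were filed as inactive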
EWS-Fli inh: blocks EWS/Fli oncoprotein-driven transcription; A673 NR0B1-luciferase reporter, viability-normalised; inhibition, % at 12.6 µM; hit rate 0.67% among 350,000; AID 651661;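 active = mean inhibition of at least 50% after viability correction, with every replicate also passing that limit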;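 also: firefly luciferase signal divided by Alamar Blue viability fluorescence both relative to DMSO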
PglD DTNB: inhibitors of Campylobacter jejuni PglD acetyltransferase; AID 602405; inhibition, % at 12.5 µM; purified PglD enzyme, DTNB colorimetric CoA detection; hit rate 0.098% among 360,000; in the data active = inhibition above about 16%, passing the limit was not always enough; also: strong numbers were not always called active
ERAP1 inh: inhibitors of human ERAP1 aminopeptidase; Q9NZ08; recombinant ERAP1, Leu-AMC fluorescence, 60 min; inhibition, % at 10.7 µM; hit rate 0.15% among 340,000; AID 652197;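 active = mean replicate inhibition of at least 30%, or all replicates individually reaching that 30% level; inactive = mean below 30% and not every replicate reaching it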;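 also: 0% = neutral control wells and 100% = L-leucinethiol positive control wells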
Target sequence (Q9NZ08 whole entry, looked up): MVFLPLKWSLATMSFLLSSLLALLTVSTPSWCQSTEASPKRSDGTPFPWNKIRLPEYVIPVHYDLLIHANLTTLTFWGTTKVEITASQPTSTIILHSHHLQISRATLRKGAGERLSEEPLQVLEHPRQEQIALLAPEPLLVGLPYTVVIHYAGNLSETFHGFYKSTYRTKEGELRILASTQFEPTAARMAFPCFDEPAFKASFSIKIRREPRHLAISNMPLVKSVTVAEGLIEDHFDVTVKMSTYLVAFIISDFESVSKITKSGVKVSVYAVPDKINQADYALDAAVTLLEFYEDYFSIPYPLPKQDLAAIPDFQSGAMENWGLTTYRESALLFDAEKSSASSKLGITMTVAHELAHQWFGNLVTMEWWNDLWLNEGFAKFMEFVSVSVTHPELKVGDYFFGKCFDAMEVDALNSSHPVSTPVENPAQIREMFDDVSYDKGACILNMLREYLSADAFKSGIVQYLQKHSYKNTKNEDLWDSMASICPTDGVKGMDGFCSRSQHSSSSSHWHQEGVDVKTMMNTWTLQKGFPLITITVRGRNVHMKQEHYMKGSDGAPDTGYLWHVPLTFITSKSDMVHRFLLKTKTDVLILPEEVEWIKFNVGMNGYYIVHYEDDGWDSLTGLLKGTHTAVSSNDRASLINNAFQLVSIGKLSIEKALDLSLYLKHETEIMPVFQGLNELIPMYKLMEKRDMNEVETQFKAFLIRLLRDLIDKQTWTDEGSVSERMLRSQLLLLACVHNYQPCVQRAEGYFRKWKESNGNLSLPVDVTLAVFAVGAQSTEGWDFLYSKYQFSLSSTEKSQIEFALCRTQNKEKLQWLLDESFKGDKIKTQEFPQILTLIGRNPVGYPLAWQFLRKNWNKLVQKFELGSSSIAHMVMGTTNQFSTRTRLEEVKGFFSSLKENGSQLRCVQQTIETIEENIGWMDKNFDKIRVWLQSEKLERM
LGR2 inh: inhibitors of bursicon-induced Drosophila LGR2 receptor cAMP signaling; AID 720647; inhibition, % at 9.99 µM; hit rate 0.35% among 380,000; HEK293 LGR2, CRE-luciferase, bursicon-stimulated, 4 h;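 active = drop in luminescence signal, shown as inhibition above about 50% in the replicate tests, limit read from the data, passing the limit was not always enough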;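 also: agonist challenge used bursicon conditioned medium at about half maximal strength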
S100A4 inh HTS: S100A4-myosin IIA interaction inhibition. inhibition, % at 10.7 µM. hit rate 0.14% among 360,000. S100A4/TAMRA-MyoIIA peptide fluorescence polarization. P26447;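 active = mean inhibition of at least 70% across replicates, with every replicate also reaching that level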
Target sequence (P26447 whole entry, looked up): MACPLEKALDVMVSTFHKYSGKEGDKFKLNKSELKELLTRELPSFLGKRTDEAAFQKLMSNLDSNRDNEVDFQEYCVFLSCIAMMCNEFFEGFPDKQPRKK
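Test system: S100A4 monomer protein. Medium: HEPES buffer with Ca2+, pH 7.2. Reagent: fluorescent myosin IIA peptide, 5 nM. Compound dosing: single-point compound testing. Timing: 5 min between mix addition and reading. Benchmarks: DMSO neutral and TFP positive wells.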
FN deposition inh: fibronectin deposition inhibition; hit rate 0.086% among 350,000; inhibition, % at 12.6 µM; AH1F fibroblasts, Alexa488-fibronectin deposition fluorescence, overnight; AID 743247;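 active = mean inhibition across replicates of 30% or more, regardless of how many single replicates reach that level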;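 also: positive control wells lacked labelled fibronectin entirely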
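Material: AH1F fibroblast monolayer depositing Alexa488-labelled fibronectin into matrix | Input: 10000 AH1F cells/well | Medium: DMEM plus 2% serum, read in PBS | Reagent: Alexa488-fibronectin, 24 nM final in well | Compound dosing: One dose per compound, pinned | Schedule: 1 h adhesion, overnight exposure | Measured by: Fluorescence at 485 nm excitation, 525 nm emission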
PAX8 inh HTS: PAX8 transcriptional activity inhibition. RMG-I TPO-luciferase reporter, SteadyGlo, 24 h. inhibition, % at 12.6 µM. hit rate 1.2% among 360,000;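 active = mean replicate inhibition at least 60% with every replicate also reaching 60%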;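 also: luciferase light reporting Pax8 driven TPO promoter activity; plate controls were median of neutral control wells for no effect and mitoxantrone controls for full effect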
An asterisk follows results filed as active; x = no result given.

SMILES | PGC1a acetyl inh | EWS-Fli inh | PglD DTNB | ERAP1 inh | LGR2 inh | S100A4 inh HTS | FN deposition inh | PAX8 inh HTS
Cc1ccc(S(=O)(=O)N(C)CC(=O)O/N=C(\N)c2cccc(Br)c2)cc1 | 1.3 | x | -0.5 | -3.4 | 3.0 | -0.8 | x | 0.5
O=C(CCc1ccccc1)N=C1SC2CS(=O)(=O)CC2N1c1ccccc1F (centres undefined) | x | 0.2 | x | 2.1 | -10.3 | -7.4 | -6.3 | 8.6
COc1cccc(NC(=O)COC(=O)CCCC2=NS(=O)(=O)c3ccccc3N2)c1 | 9.8 | x | -3.5 | -2.3 | 10.0 | -1.7 | -8.6 | -16.6
N#C/C(=C\c1ccc(-c2cccc(C(F)(F)F)c2)o1)C(=O)Nn1cnnc1 | 6.9 | x | 5.5 | x | 5.7 | x | 6.4 | -4.2
O=C(NCc1ccc(F)cc1)C1CCCN1C(=O)Nc1ccccc1 (centres undefined) | x | -0.2 | -2.1 | -1.8 | 15.9 | 6.9 | -17.1 | 17.3
COC(=O)[C@H](Cc1ccccc1)NC(=O)/C=C/[C@H]1O[C@@H](n2cc(C)c(=O)[nH]c2=O)C[C@@H]1O | 5.2 | 0.7 | -3.8 | -1.0 | -18.3 | -0.1 | 1.0 | 10.1
COC(=O)c1sccc1NS(=O)(=O)c1ccc(F)cc1F | 7.4 | -0.6 | -27.1 | -0.6 | -2.1 | -2.5 | 1.2 | 13.8
O=C(C1CC1)N1N=C(c2ccc(Br)cc2)CC1(O)C(F)(F)F (centres undefined) | 7.2 | -0.8 | -4.4 | -1.2 | -8.1 | -1.9 | -4.1 | -4.7
CCn1cc(CN2CCC(n3nccc3NC(=O)c3cccc(F)c3)CC2)c(C)n1 | 0.6 | x | -5.8 | -7.0 | 6.3 | 0.7 | -0.9 | 4.9
O=C(O)C(=Cc1ccccc1[N+](=O)[O-])c1ccccc1 | -1.9 | 3.8 | 3.4 | 0.9 | -14.7 | -3.3 | 7.1 | 15.8

Random excerpt: 2 entries already listed, in no set order.
SMILES | PGC1a acetyl inh | EWS-Fli inh | PglD DTNB | ERAP1 inh | LGR2 inh | S100A4 inh HTS | FN deposition inh | PAX8 inh HTS
COC(=O)c1sccc1NS(=O)(=O)c1ccc(F)cc1F | 7.4 | -0.6 | -27.1 | -0.6 | -2.1 | -2.5 | 1.2 | 13.8
COc1cccc(NC(=O)COC(=O)CCCC2=NS(=O)(=O)c3ccccc3N2)c1 | 9.8 | x | -3.5 | -2.3 | 10.0 | -1.7 | -8.6 | -16.6

(list continues)
SMILES | PGC1a acetyl inh | EWS-Fli inh | PglD DTNB | ERAP1 inh | LGR2 inh | S100A4 inh HTS | FN deposition inh | PAX8 inh HTS
CN1C(=O)N(C)C(c2ccccc2Cl)C2=C1CC(C)(C)CC2=O (centres undefined) | -6.9 | -3.0 | x | 4.3 | 4.3 | -6.9 | -3.4 | 7.6
COc1ccccc1CNC(=O)Cn1c(=O)c2cccn2c2cccnc21 | 8.8 | x | -1.6 | -1.4 | -6.1 | -2.3 | 0.3 | 2.4
CN(C(=O)CSc1nnc(-c2ccccc2F)n1N)C1CCCCC1 | 2.2 | -4.0 | -3.0 | -2.8 | -9.0 | -1.9 | -42.9 | 7.5
O=C(CSc1nncn1-c1ccccc1)Nc1ccc(F)cc1F | 6.1 | -10.0 | -5.4 | 6.2 | 1.0 | -13.8 | -1.0 | 34.6
N#Cc1cccnc1N1CCN(C(=O)c2cccc3c2C(=O)c2ccc(Cl)cc2S3(=O)=O)CC1 | -13.4 | -5.9 | 3.3 | 2.6 | -15.7 | 0.5 | -3.6 | 11.5
CCc1ccc(OS(=O)(=O)c2cn(C)c(=O)n(C)c2=O)cc1 | -12.0 | -39.1 | x | 2.1 | 12.0 | -5.3 | -3.0 | -8.2
O=C(NNC(=O)c1cc(-c2ccncc2)nc2ccccc12)c1ccccc1F | 7.1 | -30.8 | 4.3 | 1.5 | -3.8 | -0.8 | 9.9 | -37.3
C[C@@H]1CN([C@H](C)CO)C(=O)Cc2cc(NC(=O)Nc3cccc4ccccc34)ccc2O[C@@H]1CN(C)C(=O)Nc1ccc(F)cc1 | 3.3 | 6.6 | 5.0 | -2.0 | -33.1 | -0.6 | x | 9.6
O=C(CSc1nnc(CN2CCOCC2)n1-c1ccccc1)Nc1ccc(Cl)cc1 | 5.8 | x | 0.6 | x | x | x | -0.3 | 10.4
CCN(C[C@H]1N[C@H](CO)[C@H]1c1ccc(C2=CCCC2)cc1)C(=O)c1cccnc1 | -7.5 | -4.5 | 4.4 | 4.8 | 1.2 | -4.1 | -8.5 | 7.0

A different layout for some results above:
structure	PGC1a acetyl inh	EWS-Fli inh	PglD DTNB	ERAP1 inh	LGR2 inh	S100A4 inh HTS	FN deposition inh	PAX8 inh HTS
CN(C(=O)CSc1nnc(-c2ccccc2F)n1N)C1CCCCC1	2.2	-4.0	-3.0	-2.8	-9.0	-1.9	-42.9	7.5
O=C(NNC(=O)c1cc(-c2ccncc2)nc2ccccc12)c1ccccc1F	7.1	-30.8	4.3	1.5	-3.8	-0.8	9.9	-37.3
CN1C(=O)N(C)C(c2ccccc2Cl)C2=C1CC(C)(C)CC2=O (centres undefined)	-6.9	-3.0	x	4.3	4.3	-6.9	-3.4	7.6

(cont.)
SMILES | PGC1a acetyl inh | EWS-Fli inh | PglD DTNB | ERAP1 inh | LGR2 inh | S100A4 inh HTS | FN deposition inh | PAX8 inh HTS
CCOC(=O)CN1C(=O)N[C@H](c2ccc(Br)cc2)C(C(C)=O)=C1C | x | 5.1 | 1.1 | -0.2 | 9.2 | 0.2 | 1.2 | 4.0
COc1cc(CNC(=O)C2CCCN2S(=O)(=O)c2ccccc2)cc(OC)c1OC (centres undefined) | 7.1 | 1.7 | 1.2 | -5.9 | 37.8 | 1.0 | -2.8 | 2.1
CCOC(=O)N1CCC(NC(=O)C2CCN(C(=O)c3cc4sccc4n3CC)CC2)CC1 | -11.1 | 15.3 | 0.9 | 0.0 | -5.5 | -0.4 | -15.6 | 17.5
O=C(Cc1ccncc1)NCC[C@@H]1CC[C@@H](NC(=O)Nc2ccc(Cl)cc2)[C@H](CO)O1 | 3.7 | -6.9 | -0.8 | 1.2 | -5.2 | -1.5 | x | -12.0
CCCCN(C)C(=O)C1CCN(c2ccc(S(=O)(=O)N3CCOCC3)cc2[N+](=O)[O-])CC1 | -1.4 | 3.4 | 1.0 | 3.1 | 7.1 | -2.0 | 1.6 | 11.9
COc1cc(CN2CCC(n3nccc3NC(=O)CCCc3ccccc3)CC2)ccc1F | 5.9 | x | 4.6 | -0.7 | -17.9 | 3.9 | -4.1 | 6.0
CNC(=S)N1CCN=C1Nc1nc(C)cc(C)n1 | 0.4 | 8.8 | -3.1 | -1.9 | -13.3 | 4.3 | 11.1 | -8.5
CSc1ccccc1OCc1cc(C(=O)N2CCSCC2)no1 | 1.5 | -93.8 | -3.0 | 1.6 | -46.6 | -3.6 | -0.9 | -251.9
CC[n+]1c(/C=C/Nc2ccccc2)oc2ccc(OC)cc21 | x | -11.7 | x | 2.8 | 35.9 | -12.7 | 7.5 | 8.4
COC(=O)c1ccccc1NC(=O)CSc1nc(O)c(-c2ccccc2)c(=O)[nH]1 | x | -3.9 | x | 0.1 | -7.1 | -36.6 | x | 29.8
COc1ccccc1NC(=S)NN1CCN(C)CC1 | x | 12.1 | x | 1.5 | 7.9 | -2.3 | 3.0 | -7.4
CC(C)C[C@H](NC(=O)c1[nH]cnc1C(=O)Nc1ccccc1F)C(=O)OC(C)(C)C | x | 37.2 | 5.4 | 3.1 | -10.2 | 4.5 | -0.9 | 54.3
CCCNC(=O)Nc1ccc2c(c1)OC[C@@H](C)N(C(=O)C1CCOCC1)C[C@H](C)[C@H](OC)CN(C)C2=O | 4.3 | -4.6 | x | -0.7 | 23.9 | -3.3 | 0.7 | x
CCC(C)c1ccccc1NC(=O)COC(=O)c1ccc(N2CCCC2)c([N+](=O)[O-])c1 (centres undefined) | x | 0.7 | x | 0.9 | x | -3.8 | 6.5 | 9.9
O=C(NCc1ccncc1)[C@@H]1CCCN1C(=O)[C@@H]1CCCN1 | x | 3.1 | x | 1.9 | 12.7 | -3.1 | 1.9 | 0.8
C[C@H]1CCCCO[C@@H](CN(C)CC2CCCCC2)[C@@H](C)CN([C@@H](C)CO)C(=O)c2cc(NC(=O)Nc3ccc4c(c3)OCO4)ccc2O1 | -25.9 | 2.0 | -0.5 | -4.0 | 0.8 | 4.6 | x | -3.6
COc1cc(/C=C2\SC(=O)N(CC(=O)Nc3cccc(C)c3)C2=O)ccc1OC(C)C(=O)O (centres undefined) | 5.6 | 5.5 | 15.0 | 11.2 | -5.9 | 2.6 | -3.3 | 20.1
Cc1c(C(=O)Nc2ccc3c(c2)OCCO3)oc2ccc(Br)cc12 | -5.0 | -72.6 | -1.0 | -1.3 | -86.4 | -0.5 | 0.1 | -153.7
Cc1ccc(NC2CCCN(C(=O)CCN3CCOCC3)C2)cc1C (centres undefined) | x | x | 0.5 | -2.1 | 0.0 | -0.4 | x | -12.5
COc1cccc(NC(=S)NCc2ccco2)c1 | -9.5 | x | -6.9 | x | 16.4 | x | 3.9 | -52.3
CCN(c1ccc(OCC(=O)OCC(=O)c2c(N)n(C)c(=O)n(C)c2=O)cc1)S(=O)(=O)c1ccccc1 | -4.0 | 9.5 | 0.1 | -0.8 | -10.5 | 2.6 | x | 11.5
CC(C)CC#Cc1ccc([C@@H]2[C@@H](CO)N3C(=O)CN(C(=O)NC4CCCCC4)C[C@@H]23)cc1 | -6.7 | -4.0 | x | 1.2 | 4.8 | -0.8 | x | 7.6
CCC(=O)NC(=S)NNC(=O)c1ccc(NC(=O)c2ccccc2)cc1 | x | 22.1 | 4.2 | -1.5 | 0.2 | 1.6 | 0.2 | 6.7
CC(C)(C)c1ccc(S(=O)(=O)NCC(=O)N2CCN(Cc3ccccc3)CC2)cc1 | -11.1 | 3.9 | 4.5 | -3.2 | -4.8 | 2.8 | -2.9 | 9.8
CCOC(=O)C1=C(C)N=c2s/c(=C/c3cccc([N+](=O)[O-])c3O)c(=O)n2C1c1cc(OC)c(OC)c(OC)c1 (centres undefined) | 2.5 | 1.4 | -1.8 | 13.6 | 2.8 | 5.6 | 1.4 | 9.9
CC(C)NC(=O)Cn1cc(S(=O)(=O)N2CCCC2)c(S(=O)(=O)N2CCCC2)c1 | -2.8 | x | -3.3 | -1.4 | -1.4 | -7.9 | 7.0 | -1.5
O=[N+]([O-])c1ccc(N2CCN(CCOCCO)CC2)c([N+](=O)[O-])c1 | x | -1.0 | x | 0.5 | 5.9 | -0.5 | x | 5.4
CC1=NN(CCC#N)C(=O)/C1=C/c1ccc(N(C)C)cc1 | 8.4 | 1.1 | -4.9 | 7.5 | -9.8 | -7.0 | 11.1 | -1.4
COC(=O)C1=C(C)N(Cc2ccccc2C(F)(F)F)C(=NCc2ccc3c(c2)OCO3)NC1c1ccc(F)cc1 (centres undefined) | x | 24.1 | x | 5.2 | 6.8 | 3.5 | 18.0 | -11.5
CCCS(=O)(=O)c1nc(S(=O)(=O)c2ccc(C)cc2)c(N2CCN(CC)CC2)s1 | -4.5 | 15.5 | x | -2.7 | -4.0 | 2.8 | 4.6 | 20.7
CCCOc1ccc(F)cc1-c1cc(C(=O)NCc2ccc(F)cc2)[nH]n1 | 2.4 | 2.3 | 4.7 | -1.3 | -6.7 | 0.8 | 9.3 | 1.2
CC1CC(NC(=O)N(C)C)N(C)C(=O)N1 (centres undefined) | -1.0 | 4.6 | -8.6 | 8.2 | -9.4 | 7.3 | -17.0 | -4.5
COC(=O)C1=CN(c2ccc(OC)cc2)C=C(C(=O)OC)C1c1ccc([N+](=O)[O-])cc1 | -25.9 | x | -3.5 | -2.3 | -2.5 | 12.7 | x | 15.6
O=C(c1ccc2c(c1)OCO2)C1CCCN(Cc2cn[nH]c2-c2cccc(F)c2)C1 (centres undefined) | 2.9 | 12.5 | x | 1.5 | 6.1 | 0.4 | -1.1 | -0.3
